# Screens as filed in PubChem BioAssay.
# aSyn rescue: inhibitors of alpha-synuclein toxicity in yeast; 370,000 tested, 0.14% active; Potency, µM (titrated, usually from 46.1 µM), for the others: at the highest dose growth rescue (activation), hits mostly activators; AID 652106; Yeast expressing alpha-synuclein, growth rescue, BacTiter-Glo, 24 h; further: potency means the concentration at half of the fitted maximal effect; % of control where 0% means no effect; nearly all actives have a fitted effect of over 65% in size
#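 Readout is rescue of growth in alpha-synuclein-expressing yeast, so inhibitors of toxicity appear as activators. Growth after 24 hr at 30 deg C in galactose medium is quantified by luminescence.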
# IL-2 act: activators of IL-2. activation, % (series mostly up to about 46 µM). IL-2 activation reporter assay, cell-based qHTS; stimulated with anti-CD3/CD4/CD28 beads; in transgenic mouse T cells. AID 652025. 360,000 tested, 0.065% active; in the data active means activation above about 50%; inconclusive means mostly about 30% to 49%; further: 0% is about no effect
#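 Unstimulated transgenic mouse T cells; 60-min compound exposure; bead-based TCR/CD4/CD28 stimulation; 18 h culture, 37 degrees C; dual fluorescence (EGFP, DsRed) plate cytometry.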
# Abeta rescue: A-beta toxicity reversal in yeast. AID 1347071. 410,000 tested, 0.063% active. Potency, µM (doses to about 46.1 µM), for the others: at the top dose growth rescue, usual class: activators. yeast expressing A-beta42, growth rescue, OD600, 48 h; response scale: 0% DMSO, 100% iron-clioquinol control; further: potency means the concentration at half of the fitted maximal effect; nearly all actives have a fitted effect of over 55% in size
#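 Yeast A-beta toxicity model in growth medium with pinned compounds, 48 h at 30 C; growth read as absorbance at 600 nm. Normalized to FeCl3/clioquinol equimolar mix (positive) and DMSO (negative).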
# EPAC1 antagonist: blocks human EPAC1 exchange factor | EPAC1 GEF assay, Rap1b-BODIPY-GDP exchange fluorescence | 360,000 tested, 0.14% active | Potency, µM (series often up to 115 µM), for the others: at the highest dose activity change, negative = inhibition, most hits filed as inhibitors;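 further: potency means the concentration at half of the fitted maximal effect; plate controls were vehicle for no effect and positive control for full effect; nearly all actives have a fitted effect of over 50% in size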
# PLK1 PBD block: PLK1 (human) polo-box domain binding inhibition. P53350. Plk1 PBD binding of FITC phosphopeptide, fluorescence polarization. Potency, µM, for inactives: max response, negative = inhibition, actives largely listed as inhibitors. 360,000 tested, 2.8% active; further: potency means the concentration at half of the fitted maximal effect; series mostly up to about 57 µM; on the % scale 0 is the no-effect control and ±100 the full control effect; nearly all actives have a fitted effect of over 65% in size
# Target sequence (P53350 whole entry, looked up, the tested form may be a part): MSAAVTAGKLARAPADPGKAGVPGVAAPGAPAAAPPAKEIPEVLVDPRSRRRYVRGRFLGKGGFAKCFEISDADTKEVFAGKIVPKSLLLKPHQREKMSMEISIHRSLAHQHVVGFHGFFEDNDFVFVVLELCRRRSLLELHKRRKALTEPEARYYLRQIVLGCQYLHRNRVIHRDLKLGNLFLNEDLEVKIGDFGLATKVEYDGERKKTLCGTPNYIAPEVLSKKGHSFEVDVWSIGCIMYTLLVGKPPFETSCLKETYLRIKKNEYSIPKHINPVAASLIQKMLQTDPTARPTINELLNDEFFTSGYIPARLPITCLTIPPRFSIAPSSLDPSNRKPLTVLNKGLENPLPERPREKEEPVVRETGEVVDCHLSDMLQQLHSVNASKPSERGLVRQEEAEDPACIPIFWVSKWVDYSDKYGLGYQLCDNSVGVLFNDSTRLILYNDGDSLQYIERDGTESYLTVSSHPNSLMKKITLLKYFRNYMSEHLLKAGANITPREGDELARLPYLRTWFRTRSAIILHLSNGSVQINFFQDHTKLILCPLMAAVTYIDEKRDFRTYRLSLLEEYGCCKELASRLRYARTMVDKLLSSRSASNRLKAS
# WRN inhibitor: inhibitors of human WRN helicase; WRN helicase unwinding, fluorescent forked duplex, kinetic; Potency, µM (highest dose often 114 µM), without a hit: top-dose activity change, negative = inhibition, usual class: inhibitors; Q14191; 360,000 tested, 0.46% active; further: potency means the concentration at half of the fitted maximal effect; on the % scale 0 is the no-effect control and ±100 the full control effect; nearly all actives have a fitted effect of over 55% in size
#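 Screening of the MLSMR collection measured strand separation of a quenched forked DNA duplex (100 nM) by 20 nM WRN with 2 mM ATP, all final. Compounds were preincubated with enzyme 15 min at room temperature.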
# PI5P4K alpha inh: inhibitors of human PI5P4K alpha; P48426; AID 652105; 330,000 tested, 1.2% active; PI5P4Kalpha enzyme, ADP-Glo luminescence, 60 min; hits give low values; max response, %; active means max response of -50% or lower; inconclusive means between -30% and -50%; inactive means -30% or higher; further: value at the top dose of about 77 µM; on the % scale 0 is the no-effect control and ±100 the full control effect
# Target sequence (P48426 whole entry, looked up): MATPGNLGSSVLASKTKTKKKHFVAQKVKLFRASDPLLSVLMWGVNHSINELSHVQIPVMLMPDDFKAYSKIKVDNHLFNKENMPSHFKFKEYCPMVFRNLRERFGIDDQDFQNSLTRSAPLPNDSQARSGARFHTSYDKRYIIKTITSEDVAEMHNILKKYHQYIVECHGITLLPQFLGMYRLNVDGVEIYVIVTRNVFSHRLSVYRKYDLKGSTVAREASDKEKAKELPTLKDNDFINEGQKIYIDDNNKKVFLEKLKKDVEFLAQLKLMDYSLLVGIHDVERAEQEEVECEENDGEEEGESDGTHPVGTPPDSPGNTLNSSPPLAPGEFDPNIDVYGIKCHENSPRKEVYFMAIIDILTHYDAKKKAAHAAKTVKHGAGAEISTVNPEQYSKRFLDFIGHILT
#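 qHTS, 1536-well: enzyme/substrate mix, compound by pin tool, 5 microM ATP final; RT 60 min; ADP-Glo reagents 1 (45 min) then 2 (30 min); luminescence.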
# EPAC1 ag: EPAC1 (human) agonism. EPAC1 agonist qHTS, biochemical assay; response scale: 100% = response to 6.5 mM cAMP. Potency, µM (top dose mostly 154 µM), without a hit: at the highest dose activation, usual class: activators. 360,000 tested, 0.073% active; further: potency means the concentration at half of the fitted maximal effect; nearly all actives have a fitted effect of over 60% in size
#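 Multi-concentration qHTS readout: loss of Rap1B-bound BODIPY-GDP fluorescence driven by 100 nM EPAC1 with excess GDP (50 uM), monitored kinetically at room temperature; agonist response expressed relative to 6.5 mM cAMP.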
# FUS yeast rescue: FUS proteinopathy suppression in yeast | S. cerevisiae FUS-expressing, growth rescue, OD600, 24 h | Potency, µM (highest dose often 76.6 µM), for the others: at the highest dose growth rescue (activation), usual class: activators | 390,000 tested, 0.24% active;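 further: potency means the concentration at half of the fitted maximal effect; plate controls were DMSO vehicle for no effect and reference control for full effect; nearly all actives have a fitted effect of over 55% in size; some results filed as inactive show a strong effect at the top dose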
#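 Yeast FUS proteinopathy model; galactose-induced FUS (2%), starting OD 0.005. Cpds in dilution series, 24hr, 30C, 99% humidity. Abs 600 nm growth. Pos ctrl CP55940 (top 92uM final); neg ctrl DMSO.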
# An asterisk follows results filed as active; u = inconclusive; x = no result given; & = joins results of further samples; [ ] = remark or other dose. Unless noted, the call rests on the fitted dose curve; in most records, active means well fitted curve in the direction sought with a large enough effect; inconclusive means small, poorly fitted or top-dose-only effect, or another doubt; inactive means no such curve, though single readings can be large; an effect the other way counts as inactive or inconclusive.
# Under each structure: FUS yeast rescue	EPAC1 antagonist	PI5P4K alpha inh	PLK1 PBD block	EPAC1 ag	IL-2 act	aSyn rescue	WRN inhibitor	Abeta rescue
Cc1c(C(=O)NCCc2ccccc2)oc2ccc(S(=O)(=O)N3CCOCC3)cc12
  11%	12%	10	0%	2%	-2.0	1%	-5%	3%
Cc1cccc(C)c1NC(=S)NC(=O)CCc1ccccc1
  18%	-17%	x	-19%	24%	-1.1	u	-18%	-14%
O=C(CN1CCN(C(=O)c2ccco2)CC1)Nc1ccccc1
  2%	9%	1	-4%	4%	0.6	-2%	1%	9%
CCc1ccc(NC(=S)NC2CC3CCCC(C2)N3Cc2cccs2)cc1 (stereo unspecified)
  0%	-6%	x	-10%	18%	-2.8	-2%	-5%	3%
CCc1ccc(OC)c(S(=O)(=O)NCCOc2ccccc2)c1
  4%	-6%	x	0%	9%	0.6	28%	-5%	13%
N#Cc1c(Cl)cccc1N1CCCC1
  -18%	-2%	8	-4%	7%	0.1	11%	-2%	-91%[inhibitor]
O=C(CSc1nnc(-c2ccccc2)o1)N1CCCCC1
  8%	17%	-1	-1%	0%	1.8	2%	5%	-8%
CN(C)/N=C/c1ccc([N+](=O)[O-])cc1[N+](=O)[O-]
  -4%	19%	-4	-17%	-8%	-1.9	-3%	5%	-18%
Cc1ccc(C)n1NC(=O)c1ccc([N+](=O)[O-])cc1
  u	-3%	1	-6%	5%	-0.4	3%	-19%	13%
CSc1ccc(Cl)c(C(=O)OCC(=O)NC2CC2)c1
  10%	-5%	5	-14%	7%	4.8	5%	-2%	8%

# Continuation:
# Under each structure: FUS yeast rescue	EPAC1 antagonist	PI5P4K alpha inh	PLK1 PBD block	EPAC1 ag	IL-2 act	aSyn rescue	WRN inhibitor	Abeta rescue
Cc1cc(C)c2c(=O)n3c(nc2c1)C(Cc1ccc(O)cc1)NC(=O)c1cccnc1-3 (stereo unspecified)
  u	15%	-12	-2%	-13%	-3.8	-1%	0%	-4%
CN(CCNC(=O)C1CCN(c2ncnc3c2nc2n3CCCCC2)CC1)Cc1ccccc1
  -5%	-2%	1	-4%	6%	0.4	-6%	-8%	1%
Cc1ccc2cc3cc(C(=O)NCc4ccco4)oc3nc2c1
  18%	3%	-8	-12%	0%	-2.6	0%	u	-13%
Cc1cc(C)cc(NC(=O)CN(C)CC(=O)N(CC(C)C)c2c(N)n(CC(C)C)c(=O)[nH]c2=O)c1
  2%	5%	9	0%	7%	0.3	-11%	1%	-1%
CCN(CC)C(=O)/C(=C/c1cn(S(=O)(=O)N(C)C)c2ccccc12)NC(=O)c1ccc(OC)cc1
  30%	1%	16	0%	-13%	2.1	-1%	6%	-19%
Cn1nnnc1SCC(=O)Nc1nc2c(s1)CCCC2
  -2%	6%	x	-3%	11%	-2.2	1%	-4%	12%
Cc1ccccc1OCCC(=O)N(Cc1ccccc1)c1c(N)n(Cc2ccccc2)c(=O)[nH]c1=O
  u	-27%	-13	-11%	9%	-4.7	-5%	u	-3%
O=S(=O)(c1cc(Cl)c(Cl)cc1Cl)N1CCN2CCCC2C1 (stereo unspecified)
  -20%	8%	2	-6%	5%	-0.3	0%	-1%	-1%
Cc1ccc2c(NCc3ccco3)nc(NC(C)C)nc2c1
  -13%	-9%	u	4%	-16%	-0.5	0%	8%	-22%
O=C(NC(Cc1c[nH]c2ccccc12)C(=O)Nc1ccc(F)c([N+](=O)[O-])c1)c1cccs1 (stereo unspecified)
  4%	-13%	-6	-7%	14%	-2.0	2%	-6%	23%

# Going on with the list.
# Under each structure: FUS yeast rescue	EPAC1 antagonist	PI5P4K alpha inh	PLK1 PBD block	EPAC1 ag	IL-2 act	aSyn rescue	WRN inhibitor	Abeta rescue
COCCn1nnnc1C(CC(C)C)N1CCN(c2nc3ccccc3s2)CC1 (stereo unspecified)
  6%	3%	3	-1%	6%	-1.3	3%	9%	-3%
Cc1ccc(Nc2cc(=O)[nH]c(=O)[nH]2)cc1C
  -9%&-11%	-11%	-7	-10%	4%	0.1	-2%	-1%	-3%&3%
Cc1cc(C)nc(NS(=O)(=O)c2ccc(NC(=O)c3ccc(O)cc3O)cc2)n1
  16%	u	-7	0%	3%	-1.0	1%	-22%	-1%
CC(=O)OCC(=O)C1(O)CCC2C3CCC4C(OC(C)=O)C(=O)CCC4(C)C3C(=O)CC21C (stereo unspecified)
  x	13%	7	-3%	9%	2.3	-1%	-3%	0%
O=C(Cc1ccc(S(=O)(=O)N2CCOCC2)s1)N1CCN(S(=O)(=O)c2ccccc2F)CC1
  15%	-21%	0	-6%	19%	1.1	-1%	8%	7%
O=C(Nc1ccccc1F)c1cc(S(=O)(=O)N2CCOCC2)cs1
  x	-27%	-1	-1%	1%	-2.4	4%	-10%	0%
CNC(=O)NC(=O)C(C)OC(=O)CCCc1nc2ccccc2s1 (stereo unspecified)
  13%	-1%	5	-19%	-5%	-2.1	5%	-8%	-10%
O=C(CCC1CCCN(C(=O)c2ccoc2)C1)NCc1ccccc1F (stereo unspecified)
  -1%	2%	-4	0%	4%	-3.8	3%	-3%	4%
N#Cc1ccccc1NC(=O)COC(=O)c1ccc(F)cc1F
  -1%	0%	1	-2%	-3%	-2.2	-2%	-22%	-18%
CCS(=O)CC(=O)Nc1c(-c2ccccc2)oc2ccccc2c1=O (stereo unspecified)
  -3%	14%	-6	5%	-5%	-0.8	-6%	11%	-11%

# More structures follow.
# Under each structure: FUS yeast rescue	EPAC1 antagonist	PI5P4K alpha inh	PLK1 PBD block	EPAC1 ag	IL-2 act	aSyn rescue	WRN inhibitor	Abeta rescue
O=C1CC(c2cccc(Oc3ccccc3)c2)NC(=O)N1 (stereo unspecified)
  18%	1%	-5	-5%	-4%	-2.5	-2%	10%	17%
COc1ccc(C/C(C)=N/NC(=O)c2cc(C)oc2C)cc1
  x	-23%	8	-15%	-7%	-0.5	-6%	-30%	15%
CCOC(=O)c1c(NC(=O)COC(=O)c2ccc(S(=O)(=O)C(F)F)cc2)sc(C(=O)N(C)C)c1C
  -11%	-16%	-23	-14%	-3%	0.6	-1%	-1%	1%
COc1cc(/C=N\NC(=O)CNC(=O)C2COc3ccccc3O2)ccc1O (stereo unspecified)
  x	3%	-3	-8%	3%	-0.5	-4%	-3%	18%
Cc1cc2oc3c(c(=O)c2cc1C)C(c1ccc(F)cc1)N(CCCN1CCOCC1)C3=O (stereo unspecified)
  16%	-10%	0	-15%	-11%	1.3	3%	-12%	4%
Cc1cccc(Nc2c([N+](=O)[O-])ccc3nonc23)c1
  -26%	8%	-4	-8%	-9%	1.4	3%	1%	-3%
O=C(NNC(=O)c1cccc2ccccc12)c1cccc(Br)c1
  -8%	11%	-8	-1%	-3%	0.9	-3%	-2%	-1%
CCOc1ccc(/C=C2\SC(=S)N(NS(=O)(=O)c3ccccc3)C2=O)cc1OC
  -19%	-27%	-5	-28%	7%	-0.2	-10%	-22%	1%
Cc1cc(C)c2oc(-c3ccc(C)c(NC(=S)NC(=O)/C=C/c4ccco4)c3)nc2c1
  14%	7%	-16	-17%	16%	-0.1	-1%	-15%	1%
C=C(C)c1cccc(C(C)(C)NC(=O)NC(c2ccccc2)c2ccc(OC)cc2)c1 (stereo unspecified)
  18%	-5%	-2	-5%	7%	-4.3	-4%	-5%	13%

# 7 compounds picked at random from those above:
# Under each structure: FUS yeast rescue	EPAC1 antagonist	PI5P4K alpha inh	PLK1 PBD block	EPAC1 ag	IL-2 act	aSyn rescue	WRN inhibitor	Abeta rescue
Cc1cc2oc3c(c(=O)c2cc1C)C(c1ccc(F)cc1)N(CCCN1CCOCC1)C3=O (stereo unspecified)
  16%	-10%	0	-15%	-11%	1.3	3%	-12%	4%
O=C(NNC(=O)c1cccc2ccccc12)c1cccc(Br)c1
  -8%	11%	-8	-1%	-3%	0.9	-3%	-2%	-1%
COc1ccc(C/C(C)=N/NC(=O)c2cc(C)oc2C)cc1
  x	-23%	8	-15%	-7%	-0.5	-6%	-30%	15%
C=C(C)c1cccc(C(C)(C)NC(=O)NC(c2ccccc2)c2ccc(OC)cc2)c1 (stereo unspecified)
  18%	-5%	-2	-5%	7%	-4.3	-4%	-5%	13%
Cc1cc(C)c2oc(-c3ccc(C)c(NC(=S)NC(=O)/C=C/c4ccco4)c3)nc2c1
  14%	7%	-16	-17%	16%	-0.1	-1%	-15%	1%
COc1cc(/C=N\NC(=O)CNC(=O)C2COc3ccccc3O2)ccc1O (stereo unspecified)
  x	3%	-3	-8%	3%	-0.5	-4%	-3%	18%
CCOC(=O)c1c(NC(=O)COC(=O)c2ccc(S(=O)(=O)C(F)F)cc2)sc(C(=O)N(C)C)c1C
  -11%	-16%	-23	-14%	-3%	0.6	-1%	-1%	1%

# More structures.
# Under each structure: FUS yeast rescue	EPAC1 antagonist	PI5P4K alpha inh	PLK1 PBD block	EPAC1 ag	IL-2 act	aSyn rescue	WRN inhibitor	Abeta rescue
CC1CN(C(=O)c2cnn3c(C(F)F)cc(-c4ccccc4)nc23)CC(C)O1 (stereo unspecified)
  -5%	1%	0	1%	-3%	0.7	x	-4%	-14%
O=C(C[C@@H]1C/C=C\CCC(=O)OC[C@@H]2CCCN2C1=O)N[C@@H](CO)Cc1ccccc1
  -6%	2%	-1	-7%	-16%	-0.9	0%	-24%	-18%
CC1=CCC[C@H]2[C@H](C1)C(=O)C[C@@H](C)[C@]2(C)CC/C(=C/CO)CO
  6%	-3%	2	-7%	-1%	-0.8	5%	-1%	-1%
Cc1cc(C)c(C)c(OCC(=O)O/N=C(\N)c2ccncc2)c1
  18%	-6%	13	-5%	15%	0.1	8%	3%	-1%
Cc1cc(=S)cc(C)n1CCCn1ccnc1
  -32%	7%	-1	-1%	4%	2.3	1%	0%	14%
COC(=O)C(=C/C=C/c1ccco1)C(=O)OC
  14%	7%	3	0%	7%	3.7	3%	3%	-15%
CCC(=O)NCCc1cc2cc(C)c(C)cc2[nH]c1=O
  x	-3%	-8	-10%	6%	-3.3	-12%	-32%	-4%
COc1cc(/C=C2/SC(=Nc3ccc(O)cc3)NC2=O)ccc1O
  34%	-13%	-90*	26%	5%	11	-9%	50µM*	17%
